Assay outcomes: PubChem, Broad Institute
PglD inh: C. jejuni PglD acetyltransferase inhibitors, primary screen, biochemical, DTNB colorimetric, single point; inhibition, % at 12.5 µM; purified PglD enzyme, DTNB colorimetric CoA detection; hit rate 0.098% among 360,000; AID 602405, 2012; in the data active means inhibition above about 16%, passing the limit was not always enough; further: strong numbers were not always called active
EWS-Fli block: EWS/Fli-driven NR0B1 reporter inhibitors, primary screen, A673 cells, NR0B1 luciferase, luminescence, MLPCN library; viability-normalised; inhibition, % at 12.6 µM; hit rate 0.67% among 350,000; AID 651661, 2012;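 active means mean inhibition of at least 50% after viability correction, with every replicate also passing that limit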;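 further: firefly luciferase signal divided by Alamar Blue viability fluorescence both relative to DMSO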
ERAP1 inh: human ERAP1 aminopeptidase inhibitors, primary screen, biochemical, single point, plate reader; Endoplasmic reticulum aminopeptidase 1 (Homo sapiens), Q9NZ08; recombinant ERAP1, Leu-AMC fluorescence, 60 min; inhibition, % at 10.7 µM; hit rate 0.15% among 340,000; AID 652197, 2013;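 active means mean replicate inhibition of at least 30%, or all replicates individually reaching that 30% level; inactive means mean below 30% and not every replicate reaching it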;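 further: 0% = neutral control wells and 100% = L-leucinethiol positive control wells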
Target sequence (Q9NZ08 whole entry, looked up): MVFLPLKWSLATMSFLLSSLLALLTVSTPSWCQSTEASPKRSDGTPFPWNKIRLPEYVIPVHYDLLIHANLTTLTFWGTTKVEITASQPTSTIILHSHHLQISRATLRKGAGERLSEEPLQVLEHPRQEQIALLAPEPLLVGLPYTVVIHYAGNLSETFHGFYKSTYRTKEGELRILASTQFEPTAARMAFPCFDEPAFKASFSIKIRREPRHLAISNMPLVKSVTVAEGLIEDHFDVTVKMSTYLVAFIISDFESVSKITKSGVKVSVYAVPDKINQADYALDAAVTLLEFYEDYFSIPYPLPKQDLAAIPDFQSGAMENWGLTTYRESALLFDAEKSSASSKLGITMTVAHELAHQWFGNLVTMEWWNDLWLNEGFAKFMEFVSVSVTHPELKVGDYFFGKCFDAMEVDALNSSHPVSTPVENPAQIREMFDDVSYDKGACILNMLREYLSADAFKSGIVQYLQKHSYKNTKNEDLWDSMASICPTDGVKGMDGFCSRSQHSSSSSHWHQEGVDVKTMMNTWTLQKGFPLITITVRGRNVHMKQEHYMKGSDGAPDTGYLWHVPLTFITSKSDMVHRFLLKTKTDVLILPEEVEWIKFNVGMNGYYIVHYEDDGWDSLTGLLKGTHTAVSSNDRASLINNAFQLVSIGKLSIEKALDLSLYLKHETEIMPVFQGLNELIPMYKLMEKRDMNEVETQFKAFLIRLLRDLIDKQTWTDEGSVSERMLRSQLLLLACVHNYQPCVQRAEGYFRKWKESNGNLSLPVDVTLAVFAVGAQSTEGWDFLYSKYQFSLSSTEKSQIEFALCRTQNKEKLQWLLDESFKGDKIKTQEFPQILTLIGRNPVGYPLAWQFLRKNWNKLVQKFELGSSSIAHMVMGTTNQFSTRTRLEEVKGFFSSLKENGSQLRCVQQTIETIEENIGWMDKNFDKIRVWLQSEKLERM
FN deposition inh: inhibitors of fibronectin matrix deposition, primary screen, AH1F cells, Alexa488-fibronectin fluorescence, plate reader; AH1F fibroblasts, overnight; inhibition, % at 12.6 µM; hit rate 0.086% among 350,000;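 active means mean inhibition across replicates of 30% or more, regardless of how many single replicates reach that level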;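 further: positive control wells lacked labelled fibronectin entirely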
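Assay system: AH1F fibroblasts assembling fluorescent fibronectin matrix; Amount: 10000 AH1F cells per well; Buffer or medium: DMEM, 2% serum; Probe or stimulus: Alexa488-fibronectin, 24 nM final in well; Doses: single compound dose, delivered by pin transfer; Incubation: 1 h adhesion, overnight exposure; Measured by: fluorescence 485/525 nm; Read-out: fibronectin deposition inhibition.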
PGC1a acetyl inh: inhibitors of PGC1a acetylation signal, primary screen, cell-based, U2OS, AlphaScreen, inhibitor mode. hit rate 0.17% among 350,000. inhibition, % at 15.6 µM. AlphaScreen anti-acetyl-lysine; with virally co-expressed GCN5 acetyltransferase;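 active means every replicate shows inhibition of at least 40%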;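 further: 0% = neutral control wells and 100% = positive control wells; some results beyond the cut were filed as inactive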
S100A4 MyoIIA: inhibitors of S100A4-myosin IIA peptide binding, primary screen, biochemical, fluorescence polarization, TAMRA-MyoIIA peptide | Protein S100-A4 (Homo sapiens), P26447 | hit rate 0.14% among 360,000 | inhibition, % at 10.7 µM | AID 652163, 2013;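 active means mean inhibition of at least 70% across replicates, with every replicate also reaching that level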
Target sequence (P26447 whole entry, looked up): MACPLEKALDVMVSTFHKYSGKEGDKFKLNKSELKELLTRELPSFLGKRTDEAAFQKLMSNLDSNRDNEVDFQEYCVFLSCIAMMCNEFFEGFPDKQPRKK
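Material: S100A4 monomer protein / Buffer or medium: 50 mM HEPES pH 7.2, 10 mM CaCl2, 100 mM KCl / Times: 5 min incubation before reading / Benchmarks: neutral control DMSO, positive control TFP / Reagent: labelled myosin peptide probe, 5 nM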
PAX8 reporter: inhibitors of PAX8-driven TPO luciferase reporter, primary screen, RMG-I cells, single concentration; inhibition, % at 12.6 µM; hit rate 1.2% among 360,000; AID 652154, 2013; SteadyGlo, 24 h;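 active means mean replicate inhibition at least 60% with every replicate also reaching 60%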;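 further: luciferase light reporting Pax8 driven TPO promoter activity; plate controls were median of neutral control wells for no effect and mitoxantrone controls for full effect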
LGR2 antag: inhibitors of bursicon-induced LGR2 CRE-luciferase signal, primary screen, cell-based, HEK293, CRE-luciferase reporter, bursicon stimulation. Drosophila bursicon receptor LGR2 (rickets). bursicon-stimulated, 4 h. inhibition, % at 9.99 µM. hit rate 0.35% among 380,000. AID 720647, 2013;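 active means drop in luminescence signal, shown as inhibition above about 50% in the replicate tests, limit read from the data, passing the limit was not always enough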;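 further: agonist challenge used bursicon conditioned medium at about half maximal strength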
The depositor's hits bear a star; · = not tested or not shown.

SMILES	PglD inh	EWS-Fli block	ERAP1 inh	FN deposition inh	PGC1a acetyl inh	S100A4 MyoIIA	PAX8 reporter	LGR2 antag
COc1ccc(NC(=O)Nc2ccc3c(c2)C(=O)N([C@H](C)CO)C[C@H](C)[C@@H](CN(C)C(=O)NC2CCCCC2)OCCCC[C@@H](C)O3)cc1	0	-2	1	·	-8	23	20	17
COc1ccc(Cn2c(C)nc3oc4cc(OC)ccc4c(=O)c3c2=O)cc1	-4	·	·	-10	10	·	25	·
COCCNc1oc(-c2ccc(Cl)cc2)nc1C#N	4	·	·	0	3	·	-163	·
N#C/C(C(=O)Oc1ccccc1)=C1\C=Cc2ccccc2N1	6	·	·	2	-6	·	-34	·
O=C(CNC(=O)c1ccc(Cl)cc1)OCc1nc2ccccc2s1	·	-27	6	4	·	-4	-10	-4
CCC[C@H]1CN(c2ccccc2)C(=O)[C@@H]1CC(=O)Nc1ccc(Br)cc1	·	-5	-2	-3	12	-7	-8	11
CC1(C(=O)NCc2ccccc2Br)CCN1Cc1c(F)cccc1F (stereo not given)	0	4	1	1	5	0	-7	6
Clc1ccc(C2Nc3cccc4cccc(c34)N2)cc1Cl	-5	20	-1	-4	·	2	28	0

The list goes on.
SMILES	PglD inh	EWS-Fli block	ERAP1 inh	FN deposition inh	PGC1a acetyl inh	S100A4 MyoIIA	PAX8 reporter	LGR2 antag
COCC(=O)Nc1cc(=O)n(C)c(=O)n1C	0	-2	-1	-5	-16	-5	6	-1
Cc1cc2cc(CNC(=O)C(C)Oc3ccccc3)ccc2n1C (stereo not given)	·	-2	0	-3	1	33	6	8
CC1CCCN(c2ccc(/C=C(\C#N)c3nn(-c4ccccc4)c(N)c3C#N)cc2[N+](=O)[O-])C1 (stereo not given)	-13	·	·	6	-10	·	23	·
CCOc1ccc(NC(=O)CCc2nnc3ccc(N4CCC5(CC4)OCCO5)nn23)cc1	3	-3	-5	21	0	-7	-3	-2
CO[C@H]1CN(C)C(=O)c2cc(NC(=O)Cc3ccccc3)ccc2OC[C@H](C)N(C(=O)c2ccccc2F)C[C@H]1C	1	4	-2	-9	-8	9	10	14
Cc1ccc(S(=O)(=O)N(C)C[C@@H]2Oc3ccc(N(C)C)cc3CC(=O)N([C@@H](C)CO)C[C@H]2C)cc1	1	-2	1	2	-7	-4	-6	2
COCCN(C[C@H]1N[C@H](CO)[C@@H]1c1ccc(-c2cccnc2)cc1)C(C)=O	2	-10	0	-22	-12	6	-4	-21
CS/C(=C\C(=O)c1ccco1)Nc1ccccc1Cl	-5	-14	1	6	-1	-5	31	-48

The list goes on.
SMILES	PglD inh	EWS-Fli block	ERAP1 inh	FN deposition inh	PGC1a acetyl inh	S100A4 MyoIIA	PAX8 reporter	LGR2 antag
COC(=O)C1=C(C)NC(C)=C(C(=O)OC)C1c1cc2ccc(C)cc2[nH]c1=O	8	·	·	1	-7	·	26	·
Cc1cc(NC(=O)CSc2nc(=O)cc(N)n2-c2ccc(F)cc2)no1	13	·	3	-4	-1	-5	0	15
Cc1ccc(-c2nnn(CC(=O)NC3CCCc4ccccc43)n2)cc1 (stereo not given)	-3	·	·	3	15	·	31	·
C/C=C/c1ccc([C@H]2[C@@H](CNC(=O)CC)N(C(=O)COC)[C@H]2CO)cc1	-2	-3	1	-5	2	-3	-9	-13
C[C@@H]1CN([C@@H](C)CO)S(=O)(=O)c2ccc(-c3ccc(C(=O)N(C)C)cc3)cc2O[C@H]1CN(C)C(=O)C1CCOCC1	0	2	0	·	6	10	16	-7
O=C(N[C@@H]1C=C[C@H](CC(=O)N2CCc3ccccc3C2)O[C@H]1CO)C1CCOCC1	·	-10	0	·	-7	-4	·	4
O=C(NCC[C@@H]1CC[C@@H](NC(=O)c2ccccc2F)[C@H](CO)O1)c1ccc2c(c1)OCO2	-1	3	1	1	-3	10	-8	3
COc1ccc(NC(=O)Nc2ccc3c(c2)C(=O)N([C@@H](C)CO)C[C@H](C)[C@@H](CN(C)C(=O)CCCN(C)C)OCCCC[C@H](C)O3)cc1	-1	-4	-1	·	2	-4	·	1

Overlap with the part before: two compounds; new compounds follow.
SMILES	PglD inh	EWS-Fli block	ERAP1 inh	FN deposition inh	PGC1a acetyl inh	S100A4 MyoIIA	PAX8 reporter	LGR2 antag
O=C(NCC[C@@H]1CC[C@@H](NC(=O)c2ccccc2F)[C@H](CO)O1)c1ccc2c(c1)OCO2	-1	3	1	1	-3	10	-8	3
COc1ccc(NC(=O)Nc2ccc3c(c2)C(=O)N([C@@H](C)CO)C[C@H](C)[C@@H](CN(C)C(=O)CCCN(C)C)OCCCC[C@H](C)O3)cc1	-1	-4	-1	·	2	-4	·	1
O=C(C[C@@H]1CC[C@@H](NC(=O)CCN2CCCCC2)[C@H](CO)O1)Nc1nccs1	4	3	5	-8	13	6	-4	8
Oc1ccc2ccccc2c1CN1CCN(c2ccccc2F)CC1	0	0	5	11	·	3	10	-15
O=C(CCCOc1ccc(Cl)cc1Cl)Nc1ccc(O)cc1C(=O)O	-5	4	-2	4	6	-5	3	-1
COc1ccc(N2CC(C(=O)N[C@@H](C)C(=O)N[C@H](CO)c3ccccc3)CC2=O)cc1 (stereo not given in full)	-5	1	-1	·	-4	-6	·	-4
CC(=O)OC(C(=O)N1CCN(c2ccccc2F)CC1)c1ccccc1 (stereo not given)	-16	·	·	-4	2	·	-6	·
O=C(c1ccc(N2CCN(C3CC(=O)N(Cc4cccs4)C3=O)CC2)cc1)c1cccnc1 (stereo not given)	-4	7	·	-1	11	0	4	7
O=C1NC2(CCCc3ccccc32)C(=O)N1Cc1nnc(-c2ccccc2Br)o1 (stereo not given)	4	·	·	-2	5	·	15	·
Cc1ccc(N2C(=O)CC(N3CCN(S(=O)(=O)c4ccccc4)CC3)C2=O)c(C)c1 (stereo not given)	2	·	-1	·	4	-5	-8	4

(continued)
SMILES	PglD inh	EWS-Fli block	ERAP1 inh	FN deposition inh	PGC1a acetyl inh	S100A4 MyoIIA	PAX8 reporter	LGR2 antag
C[C@H]1CN([C@@H](C)CO)C(=O)c2cccc(NC(=O)c3ccncc3)c2O[C@@H]1CN(C)S(=O)(=O)c1ccccc1	6	5	5	-7	-16	-1	-15	2
Cc1ccc(S(=O)(=O)Nc2cccc3c2O[C@@H](CN(C)CC2CC2)[C@@H](C)CN([C@@H](C)CO)C3=O)cc1	2	5	1	2	·	-3	-16	8
CC(=O)Nc1ccc(NC(=O)c2sc3nc4n(c(=O)c3c2C)CCCCC4)cc1	·	0	2	-2	·	2	20	·
O=C1NC(=O)/C(=C\c2ccc(Br)o2)S1	-1	-6	4	8	·	16	-9	-5
NNC(=O)CSCc1nc(-c2ccc(Cl)cc2)cs1	7	-2	2	5	4	-3	-12	-25
Cc1ccc(S(=O)(=O)N[C@@H]2CC[C@@H](CCn3cc(-c4cccc(F)c4)nn3)O[C@H]2CO)cc1	7	13	-1	0	-22	1	9	5
O=C1/C(=C2\C(=O)N(Cc3ccc(F)cc3)c3ccccc32)SC(=S)N1CCS(=O)(=O)O	-8	3	1	-2	2	-6	8	-2
CCCC#Cc1ccc2c(c1)O[C@H](CN(C)C(=O)c1cccnc1)[C@@H](C)CN([C@@H](C)CO)S2(=O)=O	1	-5	0	-8	-8	1	·	-4

(listing goes on)
SMILES	PglD inh	EWS-Fli block	ERAP1 inh	FN deposition inh	PGC1a acetyl inh	S100A4 MyoIIA	PAX8 reporter	LGR2 antag
Cc1cc(/C=N/NC(=O)c2ccc(O)cc2)c(C)n1CC(C)C	-3	-50	-3	1	6	-8	4	-15
CC(C)CC#Cc1ccc2c(c1)O[C@H](CN(C)C(=O)Cc1ccccc1)[C@@H](C)CN([C@H](C)CO)S2(=O)=O	1	34	-1	-4	-10	2	·	15
COc1cccc2cc(-c3ccccc3)oc12	5	-35	-1	9	3	2	-30	-53
COc1cc(NC(=S)NCCN2CCOCC2)cc(OC)c1	·	2	-2	-1	·	2	5	1
Cc1[nH]c2ccccc2c1/C=N/NC(=O)c1cccc(Br)c1	1	·	1	·	9	-5	·	-2
Cc1cc(C(=O)C(=O)O)c(C)n1-c1ccc(Cl)c(Cl)c1	-2	2	-3	-22	4	-4	-8	-11
CCCN(C)C[C@@H]1OCCCC[C@H](C)Oc2ccc(NC(=O)CCC(F)(F)F)cc2C(=O)N([C@@H](C)CO)C[C@@H]1C	-4	-1	3	·	-1	2	4	-9
CCOC(=O)N1CCN(C(=O)C2CCC(=O)N(CCCN3CCCC3=O)C2)CC1 (stereo not given)	-9	·	-2	·	7	-1	-29	-1

Following part.
SMILES	PglD inh	EWS-Fli block	ERAP1 inh	FN deposition inh	PGC1a acetyl inh	S100A4 MyoIIA	PAX8 reporter	LGR2 antag
Cc1nc(CN(C)C(=O)C2CCC(=O)N(CCc3cccc(F)c3)C2)cs1 (stereo not given)	0	-3	0	4	-1	1	-1	14
Cc1ccc(S(=O)(=O)N2CCCN(c3nc4cc(C)ccc4cc3C#N)CC2)cc1	0	·	·	-14	1	·	·	-9
COCCn1c(SCC(=O)Nc2c(C)n(C)n(-c3ccccc3)c2=O)nnc1-c1ccncc1	-3	0	6	-3	-5	-2	-2	-15
O=C(CSc1nnc(CNC(=O)c2ccccc2)o1)Nc1ccc2c(c1)OCCO2	-1	·	2	0	-5	-3	-3	-5
COc1ccc(S(=O)(=O)N(CC(=O)O)c2ccccc2)cc1	-1	14	-2	·	1	-3	·	6
O=C(NCc1ccccc1Cl)C1CCN(S(=O)(=O)c2cccs2)CC1	-1	-2	6	5	·	-5	6	1
COc1cccc(NC(=O)N(C)C[C@H]2Oc3cc(C#CC4(O)CCCC4)ccc3S(=O)(=O)N([C@@H](C)CO)C[C@@H]2C)c1	2	3	0	-12	3	1	3	10
COc1ccc(OCC(Cn2cnc3ccccc32)OC(C)=O)cc1 (stereo not given)	·	-10	-2	-4	·	-1	-20	-5

Additional entries follow.
SMILES	PglD inh	EWS-Fli block	ERAP1 inh	FN deposition inh	PGC1a acetyl inh	S100A4 MyoIIA	PAX8 reporter	LGR2 antag
Cc1ccc(N2C(=O)N(CC(=O)Nc3ccc(C)cc3[N+](=O)[O-])C(=O)C2C)cc1 (stereo not given)	-1	-18	3	6	-70	-5	-17	-5
COC(=O)c1ccc(COc2ccc(CNCc3ccc(Cl)cc3)cc2)cc1	-3	6	-1	-8	4	-5	-58	-41
CNC[C@@H]1Oc2ccc(NC(=O)Nc3c(C)noc3C)cc2CC(=O)N([C@H](C)CO)C[C@@H]1C	-1	1	-2	5	-10	3	-19	-13
Nc1ccccc1C(=O)NCc1ccco1	2	6	-3	2	12	-2	2	12

Outcome played no part in choosing rows; overall some 2.1% were active at least once.
